GAA inh: inhibitors of human lysosomal alpha-glucosidase; Potency, µM (doses to about 76.9 µM), without a hit: top-dose activity change, negative = inhibition, actives largely listed as inhibitors; P10253; actives 0.005% (n = 200,000); purified human GAA, 4-MU-alpha-glucoside fluorescence; AID 1466;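 also: plate controls were uninhibited enzyme wells for no effect and no-enzyme background for full effect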
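Enzyme (4 nM final) mixed with compound (up to 77 uM), then 4-MU-alpha-D-pyranoside (400 uM final) added; 20 min at room temperature, pH 5.0. Reaction stopped at pH 10, fluorescence read, AC50 derived by Hill fit.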
GAA glycogen: inhibitors or activators of human alpha-glucosidase glycogen cleavage; recombinant GAA, glycogen substrate, Amplex Red glucose oxidase fluorescence; Potency, µM (series often up to 76.4 µM), without a hit: at the top dose activity change, negative = inhibition, most hits filed as inhibitors; actives 0.38% (n = 300,000); AID 2100;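 also: 0% = full enzyme reaction and -100% = no-enzyme basal signal; the screen sought inhibitors and activators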
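Recombinant human enzyme (4 nM); glycogen substrate; 37 C, 40 min, pH 5.0. Readout: coupled glucose oxidase/Amplex Red fluorescence.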
Tau fluor cs: counter-screen for tau fibril formation inhibitors; tau K18 P301L Alexa594 fluorescence, heparin fibrillization; Potency, µM (titrated, usually from 57.7 µM), without a hit: top-dose activity change, negative = decrease; actives 0.93% (n = 280,000); also: % is scaled to controls: 0 for no effect and ±100 for the full control effect; nearly all actives have a fitted effect of over 55% in size
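Human tau K18 P301L (15 uM unlabeled, 0.24 uM Alexa 594-labeled) in 100 mM sodium acetate pH 7 with 20 uM heparin, 6 hr at 37 C. ThT 30 uM added, 1 hr ambient; Alexa 594 FP and total fluorescence read at 555/632 nm.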
GAA spleen mod: inhibits or activates alpha-glucosidase in human spleen homogenate | human spleen homogenate, 4-MU-alpha-glucoside fluorescence | actives 0.006% (n = 240,000) | Potency, µM (titrated, usually from 79.9 µM), for inactives: at the top dose activity change, negative = inhibition, actives largely listed as inhibitors;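 also: 0% = enzyme with vehicle and -100% = no enzyme basal signal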
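Human spleen homogenate (1 ug) incubated with compounds and 1 mM 4-methylumbelliferyl-alpha-D-glucopyranoside in pH 5.0 citrate/phosphate buffer, 37 C, 40 min. Stopped at pH 10; 4-MU fluorescence (Ex 365/Em 440 nm); AC50 by Hill fit.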
HTT ATP protect: cytoprotection in Huntington HTT-Q103 PC12 cell model | AID 1471 | PC12 HTT-Q103 induced, cytoprotection, ATP luminescence, 40 h | Potency, µM (titrated, usually from 56.4 µM), without a hit: cytoprotection (ATP increase), usual class: activators | actives 0.14% (n = 230,000);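 also: % of control where 0% means no effect; nearly all actives have a fitted effect of over 45% in size; toxic huntingtin expression switched on by the ecdysone agonist tebufenozide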
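Compounds were screened for protection of PC12 cells against cell death after tebufenozide induction (100 nM final) of mutant Huntingtin exon 1 (Q103) fused to GFP.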
Tau FP inhib: blocks human tau fibril formation measured by polarization | P10636 | K18 P301L tau heparin fibrillization, Alexa594 FP, 6 h | Potency, µM (titrated, usually from 57.7 µM), for inactives: at the top dose activity, negative = inhibition, hits mostly inhibitors | actives 0.39% (n = 280,000); also: % is scaled to controls: 0 for no effect and ±100 for the full control effect; nearly all actives have a fitted effect of over 55% in size
Target sequence (P10636 561-689 P618L limits assumed): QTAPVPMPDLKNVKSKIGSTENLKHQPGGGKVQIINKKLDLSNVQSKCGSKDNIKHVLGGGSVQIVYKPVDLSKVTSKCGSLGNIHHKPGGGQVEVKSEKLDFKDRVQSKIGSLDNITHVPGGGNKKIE
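FP of Alexa 594-tau after heparin (20 uM) induction. Substrate: human K18 P301L, 15 uM unlabeled, 0.24 uM labeled. Buffer 100 mM sodium acetate pH 7. 6 hr, 37 C.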
Tau ThT inhib: blocks human tau fibril formation measured by thioflavin T; P10636; recombinant tau K18 P301L (four-repeat tau fragment), heparin-induced fibrillization, ThT fluorescence; Potency, µM (titrated, usually from 57.4 µM), without a hit: at the top dose activity, negative = inhibition, hits mostly inhibitors; actives 2.1% (n = 270,000); AID 1460; also: % is scaled to controls: 0 for no effect and ±100 for the full control effect; nearly all actives have a fitted effect of over 55% in size
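Aggregation was driven by heparin (20 uM final) acting on recombinant tau […] bearing P301L in 100 mM sodium acetate pH 7; fibrils were detected with Thioflavin T.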
aGal spleen mod: alpha-galactosidase A (human) modulation | P06280 | human spleen homogenate, 4MU-alpha-Gal fluorescence, 40 min | Potency, µM (top dose mostly 80 µM), without a hit: top-dose activity change, negative = inhibition, most hits filed as inhibitors | actives 0.008% (n = 240,000) | AID 2107;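 also: 0% = enzyme with vehicle and -100% = no enzyme basal signal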
Target sequence (P06280 32-429 limits assumed): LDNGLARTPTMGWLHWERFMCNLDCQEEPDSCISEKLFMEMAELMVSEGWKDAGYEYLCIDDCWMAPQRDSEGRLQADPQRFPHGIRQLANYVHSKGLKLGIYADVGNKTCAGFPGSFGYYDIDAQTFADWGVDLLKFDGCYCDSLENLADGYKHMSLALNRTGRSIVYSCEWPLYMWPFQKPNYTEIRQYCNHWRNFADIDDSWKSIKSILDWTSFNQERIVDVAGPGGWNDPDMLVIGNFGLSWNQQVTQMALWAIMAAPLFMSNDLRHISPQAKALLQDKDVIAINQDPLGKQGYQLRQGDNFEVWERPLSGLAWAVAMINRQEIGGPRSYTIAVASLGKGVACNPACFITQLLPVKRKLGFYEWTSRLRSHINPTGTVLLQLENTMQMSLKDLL
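Spleen homogenate 1 ug + cpd (titration) + 4-MU-alpha-D-galactopyranoside 1 mM; 37C 40 min; 50 mM citrate/phosphate pH 5.0, 0.01% Tween-20; stop pH 10; fluorescence 365/440; AC50 via Hill.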
* marks the source's active call; other numbers are inactive results; u = inconclusive; x = no result given; [ ] = dose if it differs, or a comment. Calls follow the shape of the dose curve; as a rule, active = well fitted curve in the direction sought with a large enough effect; inconclusive = small, poorly fitted or top-dose-only effect, or another doubt; inactive = no such curve, though single readings can be large; an effect the other way counts as inactive or inconclusive. Potency is read from the fitted curve at half-maximal effect.

The opening 6 compounds as a preview:
Below each compound: GAA inh, GAA glycogen, Tau fluor cs, GAA spleen mod, HTT ATP protect, Tau FP inhib, Tau ThT inhib, aGal spleen mod
1) Cc1ccc2c(CC(=O)OC(C)C(=O)NCc3ccc4c(c3)OCO4)coc2c1 (configuration not stated)
    -12%, 3%, -9%, 1%, -9%, -4%, -5%, 2%
2) Cc1cc(C(=O)Nc2cccnc2Cl)on1
    -6%, -2%, -2%, -6%, -15%, 7%, -4%, -2%
3) CCCCOC(=O)Nc1cc(Cl)ccc1C
    -11%, 2%, -4%, -8%, 27%, 0%, 2%, -1%
4) O=C(c1cc(F)ccc1F)C1CCCN(C(=O)CCN2CCCCO2)C1 (configuration not stated)
    4%, 7%, -12%, 2%, -16%[10 µM], -8%, -7%, -14%
5) COc1ccc2cc(-c3nc4ccccc4n3C)c(=O)oc2c1
    u, -2%, -12%, -7%, -2%[10 µM], -7%, u, 23%
6) O=C(N/N=C/c1cn(-c2ccccc2)nc1-c1cc2ccccc2o1)c1ccccc1Br
    2%, 9%, 4%, 0%, -7%[1.9 µM], 7%, 6%, 1%

The list itself, previewed entries included:
Below each compound: GAA inh, GAA glycogen, Tau fluor cs, GAA spleen mod, HTT ATP protect, Tau FP inhib, Tau ThT inhib, aGal spleen mod
1) Cc1ccc2c(CC(=O)OC(C)C(=O)NCc3ccc4c(c3)OCO4)coc2c1 (configuration not stated)
    -12%, 3%, -9%, 1%, -9%, -4%, -5%, 2%
2) Cc1cc(C(=O)Nc2cccnc2Cl)on1
    -6%, -2%, -2%, -6%, -15%, 7%, -4%, -2%
3) CCCCOC(=O)Nc1cc(Cl)ccc1C
    -11%, 2%, -4%, -8%, 27%, 0%, 2%, -1%
4) O=C(c1cc(F)ccc1F)C1CCCN(C(=O)CCN2CCCCO2)C1 (configuration not stated)
    4%, 7%, -12%, 2%, -16%[10 µM], -8%, -7%, -14%
5) COc1ccc2cc(-c3nc4ccccc4n3C)c(=O)oc2c1
    u, -2%, -12%, -7%, -2%[10 µM], -7%, u, 23%
6) O=C(N/N=C/c1cn(-c2ccccc2)nc1-c1cc2ccccc2o1)c1ccccc1Br
    2%, 9%, 4%, 0%, -7%[1.9 µM], 7%, 6%, 1%
7) NC(=O)c1ccc(C(F)(F)F)n(Cc2cccc(Cl)c2)c1=O
    -22%, -2%, -12%, -7%, -20%, 6%, -4%, -7%
8) CC1CCN(C(=O)CN2c3ccc(Br)cc3-c3ccccc3S2(=O)=O)CC1
    x, -2%[76.3 µM], -7%, x, x, 2%, -3%, x
9) COc1cccc(NC(=O)CSc2ncc(S(=O)(=O)c3ccc(C)c(C)c3)c(=O)[nH]2)c1
    x, 9%[76.3 µM], -1%, x, x, 10%, 4%, x
10) Cc1ccc(Nc2c(-c3ccccc3O)nc3ccc(Br)cn23)cc1
    x, -5%[76.3 µM], -13%, x, x, -6%, -5%, x
11) Cc1cc(C)c(NC(=O)Cn2c(=O)n(CCC(=O)NCc3ccc4c(c3)OCO4)c(=O)c3ccccc32)c(C)c1
    x, -21%[76.3 µM], 12%, x, x, -17%, 7%, x
12) CC1CCCCN1C(=O)Cn1cnc2c1c(=O)n(C)c(=O)n2C (configuration not stated)
    9%, 1%, 8%, 6%, x, 0%, 4%, 11%
13) CCCNC1CCS(=O)(=O)C1 (configuration not stated)
    3%, -2%, 0%, -1%, -11%, 1%, -6%, -1%
14) COc1ccc(NC(C)=O)cc1NC(=O)CSc1nnc(-c2ccncc2)n1C
    -15%, 4%, 2%, -4%, 14%[0.074 µM], -3%, 3%, 5%
15) CC(=O)N1CCn2c3ccc(C)cc3c3cccc1c32
    -2%, -7%, -24%, -12%, -12%[10 µM], 11%, u, 2%
16) O=C(CCc1ccccc1)Nc1ccc(F)c([N+](=O)[O-])c1
    -14%, -1%, -21%, -2%, -9%, 0%, -13%, -3%
17) CCn1c(=N)n(CC(O)COc2cccc(C)c2)c2ccccc21 (configuration not stated)
    7%, 7%, 4%, -4%, -55%[inhibitor][10 µM], 4%, u, -16%
18) Cc1cc(C)n(S(=O)(=O)c2cc(Cl)ccc2Cl)n1
    -2%, 0%, -14%, 7%, 2%, -8%, -8%, 4%
19) CCC(=O)Nc1cccc(C(=O)OC)c1
    x, 0%, -7%, 1%, 8%[10 µM], -8%, -6%, 10%
20) CCCCN(CCCC)CCNC(=O)CN1C(=O)CSc2ccc(S(=O)(=O)N3CCOCC3)cc21
    x, 0%[76.3 µM], -4%, x, x, -2%, -6%, x
21) CC(OC(=O)c1cc(S(=O)(=O)N(C)c2ccccc2)ccc1Cl)C(=O)Nc1ccc2c(c1)OCCO2 (configuration not stated)
    -3%, 1%, u, -3%, 9%[0.074 µM], 4%, 1%, -1%
22) O=C(N1CCCC1)C(F)(F)Oc1ccc(F)cc1
    u, 2%, -2%, -2%, -8%[10 µM], -1%, -4%, 1%
23) CCc1nnc(NC(=O)c2cc(-c3ccccn3)nc3ccccc23)s1
    11%, -5%, -14%, -20%, -38%, -6%, -4%, 1%
24) CC(C)Oc1ccc(/C=C(/NC(=O)c2ccccc2)C(=O)NCCC(=O)O)cc1
    u, u, -9%, 13%, -34%[10 µM], -4%[2.34 µM], 2%, 3%
25) O=C(NCCCN1CCc2ccccc2C1)Nc1ccc(Cl)cc1
    -5%, 12%, -22%, -1%, -17%, -14%, 8%, 0%
26) Cc1cccc(OCC(=O)NC(=S)Nc2ccccc2N2CCOCC2)c1
    6%, 0%, -13%, 3%, 2%[10 µM], -9%, -9%, 2%
27) Cc1nc(-c2ccc(Cl)cc2)sc1C(=O)O
    2%, 1%, -6%, 3%, -11%, -3%, -5%, 3%
28) Cc1cccc(NC(=O)/C(=C\c2ccco2)NC(=O)c2cccs2)c1
    -11%, 5%, 6%, -2%, 2%, 11%, 8%, -5%
29) CCOC(=O)C(=CNc1ccc(C)cc1C)C(=O)OCC
    5%, 2%, -18%, 4%, -17%[10 µM], -7%, -17%, -5%
30) CCn1c(C(=O)NCc2ccccn2)cc2sccc21
    1%, -5%, -3%, 1%, 10%[10 µM], -3%, -8%, 5%

The closing three compounds of the section above are carried over, then new ones follow.
Key to letters: A = GAA inh; B = GAA glycogen; C = Tau fluor cs; D = GAA spleen mod; E = HTT ATP protect; F = Tau FP inhib; G = Tau ThT inhib; H = aGal spleen mod
#28 Cc1cccc(NC(=O)/C(=C\c2ccco2)NC(=O)c2cccs2)c1
  A: -11%	B: 5%	C: 6%	D: -2%	E: 2%	F: 11%	G: 8%	H: -5%
#29 CCOC(=O)C(=CNc1ccc(C)cc1C)C(=O)OCC
  A: 5%	B: 2%	C: -18%	D: 4%	E: -17%[10 µM]	F: -7%	G: -17%	H: -5%
#30 CCn1c(C(=O)NCc2ccccn2)cc2sccc21
  A: 1%	B: -5%	C: -3%	D: 1%	E: 10%[10 µM]	F: -3%	G: -8%	H: 5%
#31 O=C(Nc1ccccc1F)Nc1ccc([N+](=O)[O-])cc1Cl
  A: x	B: -4%	C: u	D: 4%	E: 27%[10 µM]	F: -18%	G: -25%	H: 5%
#32 CCOC(=O)c1cc2c(=O)n3cccc(C)c3nc2n(CCCOC)c1=NC(=O)c1cccnc1
  A: u	B: 5%	C: -12%	D: 12%	E: -21%	F: -5%	G: -7%	H: u
#33 O=C(O)CSc1nc(-c2ccccc2)c(-c2ccccc2)[nH]1
  A: x	B: 10%	C: -3%	D: 2%	E: -10%[10 µM]	F: 4%	G: 0%	H: 2%
#34 O=C(CN1C(=O)C2C3C=CC(C4CC34)C2C1=O)NCc1ccco1 (configuration not stated)
  A: 13%	B: -9%	C: 0%	D: -7%	E: -61%[inhibitor]	F: 0%	G: -5%	H: 4%
#35 C=C(C(=O)C(C)(C)O)C(O)c1ccc([N+](=O)[O-])cc1 (configuration not stated)
  A: x	B: x	C: -9%	D: -9%	E: 41%	F: -2%	G: -12%	H: 2%
#36 CCCSc1nnc2n(Cc3ccccc3)c(=O)c3c4c(sc3n12)CCC4
  A: 4%	B: -5%	C: 1%	D: 3%	E: 24%	F: 0%	G: -4%	H: -8%
#37 COc1ccc(-c2coc3c(OC)c(OC)cc(OC)c3c2=O)cc1
  A: x	B: x	C: -10%	D: 3%	E: -9%	F: -10%	G: -14%	H: 7%
#38 N#Cc1ccccc1S(=O)(=O)N1CCN(c2cnccn2)CC1
  A: 7%	B: -5%	C: -5%	D: -5%	E: u	F: 0%	G: -2%	H: -2%
#39 Cc1nc(SCC(=O)c2c(C)[nH]c3ccccc23)c2c(=O)n(C)c(=O)n(CC(C)C)c2n1
  A: -1%	B: 2%	C: -3%	D: -8%	E: -47%[inhibitor]	F: -1%	G: -5%	H: -10%
#40 CCC(=O)N1CCc2cc(Br)cc(S(=O)(=O)N3CCCC(C(=O)Nc4cccc(Cl)c4C)C3)c21 (configuration not stated)
  A: x	B: 0%[76.3 µM]	C: -2%	D: x	E: x	F: -3%	G: 10%	H: x
#41 CC1(C)C2CC=C(/C=N/n3cnnc3)C1C2 (configuration not stated)
  A: 3%	B: 7%	C: -7%	D: -2%	E: -22%	F: -6%	G: -9%	H: 0%
#42 O=C(C1CCCN(S(=O)(=O)c2ccccc2)C1)N1CCCCCC1 (configuration not stated)
  A: -5%	B: 2%	C: 12%	D: -5%	E: -5%	F: -1%	G: 7%	H: -3%
